sPLA2-III inh: human group III sPLA2 inhibitors, primary screen, biochemical, QFRET, BODIPY PC-A2 liposome substrate | 0.56% of 370,000 active | inhibition, % at 12.2 µM | Group 3 secretory phospholipase A2 (Homo sapiens), Q9NZ20 | QFRET BODIPY PC-A2 liposome hydrolysis, fluorescence;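 active means inhibition above mean plus 3 SD of compounds lying within the high and low control bounds, cut at about 19% in these data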;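 further: 0% = median of test compound wells and 100% = no enzyme DMSO wells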
Target sequence (Q9NZ20 whole entry, looked up): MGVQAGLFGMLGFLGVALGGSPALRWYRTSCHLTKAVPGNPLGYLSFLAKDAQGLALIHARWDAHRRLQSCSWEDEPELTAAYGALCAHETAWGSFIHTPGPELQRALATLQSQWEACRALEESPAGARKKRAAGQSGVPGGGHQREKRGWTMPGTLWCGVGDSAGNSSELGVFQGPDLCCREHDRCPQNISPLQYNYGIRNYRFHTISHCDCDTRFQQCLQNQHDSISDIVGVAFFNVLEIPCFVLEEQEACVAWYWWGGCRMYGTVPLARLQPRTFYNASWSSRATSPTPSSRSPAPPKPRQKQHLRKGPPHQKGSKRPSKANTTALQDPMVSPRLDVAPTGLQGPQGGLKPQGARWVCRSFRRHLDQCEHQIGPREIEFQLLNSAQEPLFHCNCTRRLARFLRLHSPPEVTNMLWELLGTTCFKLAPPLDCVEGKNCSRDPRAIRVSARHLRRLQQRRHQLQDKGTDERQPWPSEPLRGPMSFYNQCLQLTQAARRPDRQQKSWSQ
NR1D1 modulator: modulators of Rev-erb alpha DNA binding, primary screen, biochemical, FITC-DNA, fluorescence polarization, uHTS. Nuclear receptor subfamily 1 group D member 1 (Homo sapiens), P20393. Rev-erbα–FITC-DNA binding, 90 min. activity, % at 10 µM. 0.79% of 370,000 active. AID 1259318, 2017;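 active means activity above about 14%, limit read from the data; passing the limit was not always enough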;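 further: 0% = DMSO wells with 35 nM protein and 100% = DMSO wells with 750 nM protein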
hgDAF12 agonist: H. glycines DAF-12 receptor agonists, primary screen, cell-based, luminescence, HEK293, GAL4 fusion, UAS-luciferase; Nuclear hormone receptor DAF-12 (Heterodera glycines), GAL4 fusion; HEK293 GAL4-hgDAF12 UAS-luciferase reporter, agonist luminescence; normalized to butyrate control; activation, % at 6.8 µM; 1.8% of 370,000 active; AID 687014, 2013;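 active means activation above a cutoff set at the mean of all screened compounds plus 3 SD, cut at about 10% in these data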;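 further: 0% = DMSO wells and 100% = sodium butyrate wells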
ssDAF12 agonist: S. stercoralis DAF-12 nuclear receptor activators, primary screen, cell-based, luminescence, HEK293, GRIP1 co-expression, lit1-tk-luc | AID 652126, 2013 | Nuclear hormone receptor DAF-12 (Strongyloides stercoralis) | 1% of 370,000 active | activation, % at 6.8 µM | HEK293 ssDAF-12/GRIP1 lit1-tk-luc reporter; % of 3 µM dafachronic acid response;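 active means activation above the mean over all tested compounds plus 3 SD, cut at about 0.9% in these data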;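 further: 0% = DMSO-only wells and 100% = 3 µM delta7-dafachronic acid wells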
DAX1 inh-1: DAX1 (NR0B1) inhibitors, primary screen, cell-based, HEK293, Gal4-DAX1, luciferase luminescence. inhibition, % at 6.75 µM. Nuclear receptor subfamily 0 group B member 1 (Homo sapiens), P51843. AID 504766, 2011. HEK293 Gal4-DAX1 luciferase reporter. 0.99% of 340,000 active;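 active means inhibition above the mean over all tested compounds plus 3 SD, cut at about 4.2% in these data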;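 further: 0% = DAX1-transfected cells with DMSO and 100% = empty-vector control cells with DMSO; inhibition shows as a rise in luminescence from relieved DAX1 repression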
Target sequence (P51843 207-470 limits assumed): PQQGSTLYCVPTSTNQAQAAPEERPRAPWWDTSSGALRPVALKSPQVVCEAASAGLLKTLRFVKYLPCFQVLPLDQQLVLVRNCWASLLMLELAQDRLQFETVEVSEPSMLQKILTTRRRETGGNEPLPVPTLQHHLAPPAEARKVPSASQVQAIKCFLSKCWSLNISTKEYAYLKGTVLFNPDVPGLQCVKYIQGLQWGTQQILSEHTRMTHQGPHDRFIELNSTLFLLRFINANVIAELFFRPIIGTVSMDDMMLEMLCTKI
GAA850 FXN act: FXN promoter activators, primary screen, cell-based, luciferase luminescence, HEK293 lucGAA850 | HEK293 lucGAA850 FXN promoter luciferase reporter, 24 h; percent of 10 µM SAHA response | activation, % at 6 µM | 0.56% of 360,000 active | AID 540364, 2011;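 active means activation above the average of all compounds screened plus 3 SD, cutoff fixed separately per campaign, cut at about 7.5% in these data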;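 further: 0% = DMSO wells and 100% = 10 µM SAHA wells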
SMARCA2 activ: SMARCA2 (BRM) function activators, primary screen, cell-based, luminescence, high throughput. 1% of 370,000 active. activation, % at 9.1 µM. MG213 cells, MMTV-luciferase reporter, dexamethasone, overnight. AID 652017, 2013; in the data active means activation above about 7.8%;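 further: 0% = vehicle wells and 100% = reference activator wells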
PG9 Ab binder: binders of HIV-1 gp120 antibody PG9, primary screen, biochemical, TR-FRET. HIV-1 gp120 / PG9 antibody interaction. inhibition, % at 6.7 µM. 0.43% of 360,000 active. TR-FRET gp120-PG9 antibody binding; in the data active means inhibition above about 8.5%
hcDAF12 agonist: H. contortus DAF-12 nuclear receptor activators, primary screen, cell-based, luminescence, HEK293, lit1-tk-luc reporter. HEK293 hcDAF-12 lit1-tk-luc reporter; 0% DMSO, 100% Δ7-dafachronic acid. AID 652067, 2013. 1.4% of 370,000 active. activation, % at 6.8 µM;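 active means activation above the mean of all tested compounds plus 3 SD, cut at about 5.5% in these data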;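 further: 100% = response to 3 µM Δ7-dafachronic acid high control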
DAX1 inh-2: DAX1 (NR0B1) inhibitors on StAR promoter, primary screen, cell-based, luminescence, SF-1 (NR5A1), full-length DAX-1 | inhibition, % at 6.8 µM | AID 652010, 2013 | HEK293T StAR-luciferase reporter, SF-1/DAX-1 repression relief | 1.1% of 370,000 active;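 active means inhibition above the mean over all tested compounds plus 3 SD, cut at about 3.6% in these data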;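 further: 0% = DAX-1 cells with DMSO and 100% = cells lacking DAX-1 with DMSO; higher inhibition means more luminescence from relief of DAX-1 repression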
PLCb3 inh: human PLC-beta3 inhibitors, primary screen, biochemical, fluorescence; inhibition, % at 12.2 µM; 0.18% of 370,000 active; AID 720704, 2013; Purified PLC-beta3, fluorogenic substrate; in the data active means inhibition above about 11%;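 further: 0% = median of compound wells on plate and 100% = full blocker control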
Active calls of the source: *; i = inactive; · = not tested or not shown; & = joins results of further samples.

SMILES	sPLA2-III inh	NR1D1 modulator	hgDAF12 agonist	ssDAF12 agonist	DAX1 inh-1	GAA850 FXN act	SMARCA2 activ	PG9 Ab binder	hcDAF12 agonist	DAX1 inh-2	PLCb3 inh
COc1ccc(-c2cc3nc(C)c(CCC(=O)NC(C)CCc4ccco4)c(C)n3n2)c(OC)c1 (stereo not drawn)	-28	-3	-2.1	-1.6	-2.7	-0.9	-4	-0.2	-1.5	-1.1	-195
O=C(CSc1nccn1Cc1ccco1)Nc1ccc(F)cc1	-2	5	-0.5	-1.0	1.1	0.2	-1	0.2	1.3	-1.0	-5
Cc1ccc(Cl)cc1NC(=O)N(C)CCO	-4	-5	-1.7	-1.0	-0.6	2.7	-1	0.3	0.1	0.0	-2
CCc1ccc(N(CC(=O)NC)S(C)(=O)=O)cc1	8	-4	1.4	-1.4	2.6	-1.6	1	2.9	-0.4	0.1	3
C[N+]1=C(/C=C/Nc2ccccc2Cl)C(C)(C)c2ccccc21	11	-4	0.2	-1.9	-1.2	0.8	-5	0.3	-2.3	-1.6	-6
O=C(CCn1c2c(c3ccccc31)CCCC2)NNC(=O)c1cccc([N+](=O)[O-])c1	-17	3	1.8	-1.4	-1.1	2.4	-1	-2.0	-1.1	-0.5	1
O=[N+]([O-])c1cc(/C=N/O)ccc1Oc1ccccc1Cl	-33	-2	4.4	-0.3	0.8	4.7	6	0.4	2.4	0.5	-2
Cc1cc([N+](=O)[O-])nn1CC(=O)NCc1ccccc1	14	0	-1.8	-1.7	1.0	1.3	-2	-0.5	-2.8	-0.1	-3
CC1=C(C(=O)N(C(C)C)C(C)C)CC(CC(=O)NCCCN(C)C)C(=O)N1Cc1ccccc1 (stereo not drawn)	-1	9	0.7	-0.9	·	·	-5	-0.9	-0.9	1.1	2
CCc1ccc(NC(=O)C(=O)NCCOc2ccccc2Cl)cc1	2	-4	-0.4	-1.7	-0.3	0.6	3	0.5	-0.6	-0.2	-7
O=C(CCCc1c[nH]c2ccccc12)N1CCN(S(=O)(=O)c2cccs2)CC1	-41	0	-2.4	-2.1	1.4	0.8	0	-0.3	-2.1	-0.9	-1
CCN(CC)S(=O)(=O)c1ccc(N2CCOCC2)c(C(=O)O)c1	2	-2	-2.3	-0.9	0.1	3.1	-5	2.7	-0.3	0.1	5
Cc1c(Cl)cccc1NC(=O)C1CCN(c2cnccn2)CC1	8	-2	-1.2	-1.4	0.3	0.1	-4	-1.0	-0.7	-0.2	-11
CCC(=O)NC(=S)Nc1c(C)cc(Br)cc1C	12	4	1.7	-1.6	-0.2	-0.1	0	0.2	-1.9	-0.5	1
COc1ccccc1N(CC(=O)NC1CCCC1)S(=O)(=O)c1cccc(C(F)(F)F)c1	1	4	0.3	-1.0	0.2	1.4	-2	-0.1	-1.1	-0.2	-4
CCCCCCCCC1CC(C(=O)Nc2ccccc2)C(=O)O1 (stereo not drawn)	-65	-1	1.4	-2.1	0.3	2.5	-4	-1.2	-0.7	0.0	-9
Cc1cc(C2CCCCC2)n(O)c(=O)c1	-2	-2&-4	-6.3	-1.2	1.2	-1.9	-5	-1.9	-2.4	-3.0	2
COc1cc2c(cc1NC(=O)CSc1ccc(Cl)cc1)oc1ccccc12	-1	-8	-0.6	-1.0	-0.1	2.0	-4	0.4	1.6	-0.8	1
Cc1cc(F)ccc1N1CCC(N2CCN(C(C)C)C(CCO)C2)CC1 (stereo not drawn)	5	0	-0.6	-1.1	-0.8	0.1	-3	0.3	1.8	1.3	-2
CCc1cccc(NS(=O)(=O)c2ccc3c(c2)NC(=O)C(C)S3)c1 (stereo not drawn)	-32	0	-4.3	-1.6	-0.8	-1.8	-4	-2.0	-2.5	-0.8	-11
Cc1cccc(NCC(=O)N/N=C/c2cccc(Br)c2)c1	10	-3	-2.2	-1.1	0.3	-0.6	-5	-3.2	2.0	-0.2	-7
CSc1ccc(CN(C)C(=O)c2ccc(S(=O)(=O)Nc3c(C)n(C)n(-c4ccccc4)c3=O)cc2)cc1	-13	-3	-0.8	-1.2	-0.3	-0.7	-2	0.4	0.4	0.2	-7
O=C(NNC(=O)C1CC(c2cccs2)=NO1)Nc1ccc(Cl)cc1 (stereo not drawn)	-27	8	1.0	-0.7	0.7	-1.1	-2	-0.8	-0.2	0.1	-9
COc1ccc(N=CC2=C(O)c3ccccc3C2=O)cc1	-6	-18	11*	1.1*	-1.5	-2.1	2	0.2	13*	6.0*	2
O=C(CN1C(=O)NC2(CCCc3ccccc32)C1=O)N1CCCCC1 (stereo not drawn)	-4	5	-2.0	-1.0	0.7	1.2	3	-0.8	0.1	0.7	-1
CSc1ccccc1NC(=O)N1CCC(CO)(CC2CCCCO2)CC1 (stereo not drawn)	3	4	2.3	-0.5	0.7	1.3	-3	-0.2	-1.5	-0.7	-1
O=C(COC(=O)/C=C/c1ccc(F)cc1)Nc1nnc(-c2ccccc2)o1	0	-1	-0.6	-1.5	0.6	-1.1	-1	0.2	-0.6	-0.6	-9
CCCCN(C(=O)CCCc1nc2ccccc2c(=O)[nH]1)c1c(N)n(CCCC)c(=O)[nH]c1=O	1	7	-1.1	-1.4	0.6	-0.2	2	-1.9	4.3	-0.4	-6
CCCCCNC(=O)CSC1=N/C(=C\c2ccc(Cl)c(Cl)c2)C(=O)N1CC	4	-1	0.4	-0.9	-0.2	-1.2	1	-0.8	0.9	0.1	-3
Cc1cccc(C)c1NC(=O)CN(C)CC(=O)Nc1sc2c(c1C(N)=O)CCC2	2	2	-2.2	-1.3	-0.7	0.1	-1	-0.4	-2.9	-2.1	1
COc1ccccc1N1CCN(CC(=O)c2c(N)n(C)c(=O)n(C)c2=O)CC1	-1	1	2.1	-0.7	0.1	2.2	0	-0.6	1.6	0.5	3
CCS(=O)(=O)Nc1cccc(-c2cn3c(n2)SCC3)c1	-2	-5	-0.3	-1.0	0.6	-1.0	-1	-0.4	-0.2	-0.1	-2
Cc1ccc(S(=O)(=O)N2CCN(C(=O)COC(=O)CNC(=O)c3ccccc3)CC2)c(C)c1	-1	-7	-1.2	-1.0	-0.9	-3.7	-1	1.4	-0.5	0.2	-3
CC(C)(C)NC(=O)C(c1ccccc1)n1c(=O)c(-c2cc3ccccc3[nH]2)nc2ccccc21 (stereo not drawn)	-20	-9	1.4	-0.8	·	·	-3	1.5	1.5	-0.6	i
CC(NS(=O)(=O)/C=C/c1ccccc1)C(=O)O (stereo not drawn)	1	-6	-0.7	-1.4	-0.1	0.0	-6	1.0	-0.9	-0.2	-12
Cc1noc(C)c1C(=O)N1CCCC(C(=O)c2cccc(OC(C)C)c2)C1 (stereo not drawn)	0	-2	-1.9	-2.3	0.3	-0.7	-2	-1.4	-1.5	-0.5	-10
O=S(=O)(Nc1cccc(S(=O)(=O)N2CCCCC2)c1)c1ccc(Cl)s1	-23	0	-0.3	-0.6	-0.2	0.4	-1	-1.9	0.1	-1.0	2
Cc1ccc(Cn2c(SCCN3CCOCC3)nc3c2c(=O)n(C)c(=O)n3C)cc1	8	2	-0.4	-1.4	-1.1	1.5	-4	-1.2	0.2	0.5	-1
Cc1c(Br)c([N+](=O)[O-])nn1CC(=O)N1CCc2ccccc2C1	2	0	-1.9	-0.7	1.1	1.3	-2	-1.4	3.2	0.2	3
Cc1cc(C)nc(/N=C(/NC(=O)Nc2cccc(Cl)c2)Nc2ccccc2)n1	-1	2	-1.4	-1.0	-1.2	1.8	2	-0.5	-0.1	0.0	2

The list goes on (2 carried over from the part before).
SMILES	sPLA2-III inh	NR1D1 modulator	hgDAF12 agonist	ssDAF12 agonist	DAX1 inh-1	GAA850 FXN act	SMARCA2 activ	PG9 Ab binder	hcDAF12 agonist	DAX1 inh-2	PLCb3 inh
Cc1c(Br)c([N+](=O)[O-])nn1CC(=O)N1CCc2ccccc2C1	2	0	-1.9	-0.7	1.1	1.3	-2	-1.4	3.2	0.2	3
Cc1cc(C)nc(/N=C(/NC(=O)Nc2cccc(Cl)c2)Nc2ccccc2)n1	-1	2	-1.4	-1.0	-1.2	1.8	2	-0.5	-0.1	0.0	2
CCn1c(SCC(=O)N/N=C/c2cccc(Oc3ccccc3)c2)nnc1-c1ccccc1	-16	-4	-1.9	-1.5	·	·	-3	·	-1.6	-0.8	-3
CC1CCN(C(=O)CCCOc2ccc(Cl)cc2)CC1	-4	4	3.1	1.3*	0.9	6.1	0	1.1	-0.8	0.2	0
CC(=O)c1cccc(OCc2cc(C(=O)N3CCSCC3)no2)c1	-3	2	14*	-0.7	1.2	1.4	1	1.1	4.3	4.8*	5
CCCCC(=O)Nc1cccc(-c2nc3ncccc3o2)c1C	6	5	-0.6	-1.0	-0.6	-1.8	0	-2.1	0.6	0.2	-17
Cc1ccc(S(=O)(=O)N2CCN(C(=O)CN3C(=O)NC4(CCOc5ccccc54)C3=O)CC2)cc1 (stereo not drawn)	-11	-5	2.6	-1.3	0.5	-1.5	-3	-0.6	-0.3	-0.7	0
CN(C)CCn1c(C(=O)Nc2ccccc2)cc2ccccc21	2	1	3.7	-1.0	1.6	-0.9	2	-2.2	0.7	-1.0	-1
CC(C)C(=O)N1N=C2CCCCC2C1(O)C(F)(F)F (stereo not drawn)	2	-2	1.3	-0.6	2.0	3.2	-1	-1.7	-0.9	-0.5	-3
COC(=O)c1cnn(-c2nc(OC)cc(OC)n2)c1C	-1	3	2.4	-1.3	-0.8	-0.2	-2	-2.5	-0.4	0.2	6
Cc1c(C(=O)O)nnn1-c1ccccc1	-2	-5	1.5	-0.7	0.5	3.3	1	-1.4	-0.6	0.7	1
CC1CN(C2CCN(C(=O)c3ccccc3)CC2)CC(C)O1 (stereo not drawn)	4	-2	0.1	-1.6	2.6	-2.6	-3	1.5	-0.6	-0.2	3
CN1N=C2c3ccccc3CCCC2C1c1ccc(F)cc1 (stereo not drawn)	9	4	2.4	-0.2	2.0	2.3	-1	-1.2	5.6*	0.3	-13
O=C(NNC(=O)C1CCCO1)c1ccccc1Cl (stereo not drawn)	5	0	3.0	-0.7	1.0	-0.2	2	-2.2	-0.4	-0.6	1

Screening data from PubChem BioAssay.
